Screening results (PubChem)
FLuc inh: Firefly luciferase inhibition profiling of diverse chemical library using quantitative high-throughput screening. 76,000 tested, 2.5% active. purified P. pyralis luciferase, luminescence, biochemical. AID 1347043, 2019. Luciferin 4-monooxygenase (Photinus pyralis), P08659. Potency, µM (titrated, usually from 115 µM), without a hit: at the top dose activity change, negative = inhibition, most hits filed as inhibitors; note: potency is the fitted concentration of half-maximal effect; nearly all actives have a fitted effect of over 65% in size
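Inhibitors were tested against purified firefly luciferase in a biochemical, low-substrate format (both substrates at 10uM) and luminescence measured with a CCD imager.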
SNCA expr inh: Primary qHTS assay for inhibitors of alpha-synuclein gene (SNCA) expression; HEK-293 SNCA-luciferase knock-in, luminescence, 24 h; Potency, µM (doses to about 57.2 µM), inactives show at the highest dose activity change, negative = inhibition, most hits filed as inhibitors; 140,000 tested, 0.17% active;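 note: potency is the fitted concentration of half-maximal effect; plate controls were DMSO cells for no effect and cell-free wells for full effect; nearly all actives have a fitted effect of over 45% in size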
IP6K1 inhibitor: Primary qHTS assay for small molecule inhibitors of Inositol hexaphosphate kinase 1 (IP6K1); AID 1645851, 2021; activity change, % (series mostly up to about 58 µM); 140,000 tested, 0.81% active; Inositol hexakisphosphate kinase 1 (Homo sapiens), Q92551; IP6K1 kinase, ADP-Glo luminescence, 2 h; stronger effect = lower value; in the data active = activity change below about -25%
Target sequence (Q92551 whole entry, looked up): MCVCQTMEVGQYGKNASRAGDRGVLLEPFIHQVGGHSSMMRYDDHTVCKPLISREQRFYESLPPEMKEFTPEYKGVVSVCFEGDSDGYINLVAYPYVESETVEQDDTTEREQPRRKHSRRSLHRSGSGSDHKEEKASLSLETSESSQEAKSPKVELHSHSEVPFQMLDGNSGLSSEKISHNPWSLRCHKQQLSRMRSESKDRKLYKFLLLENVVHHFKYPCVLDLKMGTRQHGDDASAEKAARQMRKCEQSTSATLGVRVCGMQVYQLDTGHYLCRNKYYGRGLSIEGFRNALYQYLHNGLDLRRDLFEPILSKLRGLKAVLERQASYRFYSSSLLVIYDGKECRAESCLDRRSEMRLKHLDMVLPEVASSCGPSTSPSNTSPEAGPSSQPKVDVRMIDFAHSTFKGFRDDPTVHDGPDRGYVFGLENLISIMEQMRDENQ
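ADP-Glo luminescence measures ADP made by human IP6K1 during a 2 h RT reaction with ATP/IP6 (mix at 1.3 mM/130 uM); top library doses 57.5 and 19.1 uM final.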
HEK293 viab: GF-AFC viability counterscreen for inhibitors of alpha-synuclein gene (SNCA) expression; 150,000 tested, 0.12% active; Potency, µM (doses to about 57.1 µM), for the others: at the top dose activity change, negative = cytotoxicity, hits mostly cytotoxic; HEK-293-SNCA-luc viability, GF-AFC fluorescence, 24 h;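 note: potency is the fitted concentration of half-maximal effect; 0% = DMSO-treated cells and -100% = medium-only wells without cells; nearly all actives have a fitted effect of over 30% in size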
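HEK-293-SNCA-luc cells (1500/well) plated 24 h, then exposed 24 h to a dilution series; GF-AFC added 30 min at 37C, fluorescence 405/540 nm; normalised to medium-only and DMSO wells, Hill fit.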
HEK cytotox: Cytotoxic Profiling in HEK 293 Cell Line of Diverse Libraries Using Quantitative High-Throughput Screening | HEK 293 viability, ATP luminescence (CellTiter-Glo), 48-72 h | Potency, µM (series often up to 115 µM), inactives show at the highest dose activity change, negative = cytotoxicity, actives largely listed as inhibitors | 94,000 tested, 6.6% active; note: potency is the fitted concentration of half-maximal effect; nearly all actives have a fitted effect of over 60% in size
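ATP-coupled CellTiter-Glo luminescence served as viability read-out, recorded 10 min after reagent addition at room temperature. HEK 293 cells, 250 cells/well, had been incubated with pintool-transferred compound for 48 or 72 hr at 37 degree Celsius.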
NIH3T3 tox: Cytotoxic Profiling in NIH 3T3 Cell Line of Diverse Libraries Using Quantitative High-Throughput Screening. NIH 3T3 viability, CellTiter-Glo ATP luminescence, 48-72 h. 94,000 tested, 4.3% active. AID 1345082, 2018. Potency, µM (doses to about 96.7 µM), for inactives: at the highest dose activity change, negative = cytotoxicity, actives largely listed as inhibitors; note: potency is the fitted concentration of half-maximal effect; nearly all actives have a fitted effect of over 55% in size
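Viability of NIH 3T3 cells after 48 or 72 hr compound treatment at 37 °C was assessed by CellTiter-Glo, with luminescence imaged following a 10 min room-temperature step.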
GPT2 inh: Primary qHTS assay for inhibitors of Glutamate pyruvate transaminase 2 (GPT2) | Alanine aminotransferase 2 (Homo sapiens), Q8TD30 | Recombinant GPT2, coupled pyruvate oxidase/HRP Amplex Red fluorescence | Potency, µM (series often up to 57.7 µM), for the others: top-dose activity change, negative = inhibition, hits mostly inhibitors | 100,000 tested, 0.25% active; note: potency is the fitted concentration of half-maximal effect; nearly all actives have a fitted effect of over 60% in size; many of its hits are not listed in these tables
Target sequence (Q8TD30 whole entry, looked up): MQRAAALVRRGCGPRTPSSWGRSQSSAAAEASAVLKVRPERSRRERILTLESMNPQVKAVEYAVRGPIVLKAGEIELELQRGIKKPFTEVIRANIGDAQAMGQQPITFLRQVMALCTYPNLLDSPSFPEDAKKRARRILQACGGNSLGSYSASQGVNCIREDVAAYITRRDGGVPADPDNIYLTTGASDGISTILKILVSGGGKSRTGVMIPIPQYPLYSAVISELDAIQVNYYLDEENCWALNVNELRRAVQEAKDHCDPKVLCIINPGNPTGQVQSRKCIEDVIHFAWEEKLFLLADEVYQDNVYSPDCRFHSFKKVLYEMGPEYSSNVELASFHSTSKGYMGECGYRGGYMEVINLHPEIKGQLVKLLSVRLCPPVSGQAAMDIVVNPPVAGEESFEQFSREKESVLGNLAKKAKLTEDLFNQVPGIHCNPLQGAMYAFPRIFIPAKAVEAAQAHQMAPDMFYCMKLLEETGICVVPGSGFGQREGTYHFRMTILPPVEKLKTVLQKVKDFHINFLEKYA
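Recombinant GPT2 (10ng/uL) with 250uM a-KG and 2mM L-alanine, 30 min at room temperature, in HEPES pH 7.5 buffer. Pyruvate detected by pyruvate oxidase/HRP/Amplex Red fluorescence after 30 min in the dark; AOA (50uM) as positive control.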
* hit, by the source's call; i = inactive; ? = inconclusive; nt = no result given; & = joins results of further samples; [ ] = another dose, or the depositor's remark. Unless noted, calls come from the whole dose curve; as a rule, active = well fitted curve in the direction sought with a large enough effect; inconclusive = small, poorly fitted or top-dose-only effect, or another doubt; inactive = no such curve, though single readings can be large; an effect the other way counts as inactive or inconclusive. Unless noted, % is set by controls: 0 for no effect and ±100 for the full control effect.

Molecule,FLuc inh,SNCA expr inh,IP6K1 inhibitor,HEK293 viab,HEK cytotox,NIH3T3 tox,GPT2 inh
CC(C)c1ccc(Nc2ncnc3onc(-c4ccc(F)cc4)c23)cc1,nt,-24%,-7,-1%,nt,nt,nt
CCc1ccc(-c2nc3c(c(SCc4ccccc4)n2)Cc2c(CO)cnc(C)c2O3)cc1,nt,-17%,-10,19%,nt,nt,nt
Cc1noc(-c2cccc(F)c2)c1C(=O)NCCCCc1ccccc1,-2%,15%,19,1%,?,?,-8%
CN(Cc1ccc(OC(F)(F)F)cc1)C1CCc2ccccc21 (configuration not stated),-5%[172 µM],7%[87.6 µM],5,17%[87.6 µM],-27%[172 µM],-8%[138 µM],2%[88.5 µM]
Cc1c(C2c3nc[nH]c3CCN2Cc2ccc(CO)o2)oc2ccccc12 (configuration not stated),?,11%,6,0%,?,-11%,0%
COc1ccc(C2CC(=O)NC(NC(=O)c3ccc(Br)cc3)=N2)c(OC)c1OC (configuration not stated),nt,21%,-10,4%,nt,nt,nt
COc1ccc(CN(C)Cc2ccncc2C)c(OCC(O)CN2CCCC2)c1 (configuration not stated),-2%,-23%,1,-20%,?,?,i
COc1cccc(N2CC(C(=O)N(C)C)NC2=O)c1 (configuration not stated),3%[172 µM],-1%[87.6 µM],-3,6%[87.6 µM],i,i,i
O=C(CCCCn1c(=O)c2ccccc2n(CC(=O)Nc2cccc(F)c2)c1=O)NCc1ccccc1Cl,nt,25%,-13,6%,nt,nt,nt
N#Cc1cccc(C(=O)N2CCCCCCNC(=O)[C@@H]3CCCC[C@@H]32)c1,7%,27%,-16,-19%,?,-8%,i
Cc1noc2c(NC3CCN(C)CC3)cc(-c3ccc(F)cc3)nc12,11%[172 µM],-21%[87.6 µM],19,0%[87.6 µM],63µM*,10µM*,5%[88.5 µM]
Cc1nc2cc(C(=O)N3CCC(Cc4nncn4C(C)C)CC3)ccc2n1-c1ccc(C(C)C)cc1,-6%,?,16,-5%,?,?,1%
Cc1c(NC(=O)c2ccc(C(C)(C)C)cc2)cccc1-c1cn(C)c(=O)c(Nc2ccc(C(=O)N3CCOCC3)cc2)n1,nt,46%[activator],13,-28%&-19%,nt,nt,3%[27.3 µM]
COCC1CN(C2CCC2)CC12CCN(C(=O)CC(C)C)CC2 (configuration not stated),0%,-8%,-1,0%,-4%,i,-10%
COc1cc(C2C(C(=O)Nc3ccccc3)=C(C)Nc3nnnn32)cc(OC)c1OC (configuration not stated),nt,-4%,-3,-1%,nt,nt,nt
Cc1ccncc1-c1c(C)nn2c1N(C(=O)c1cccc(Cl)c1)CCC2,-1%[172 µM],6%[87.6 µM],16,1%[87.6 µM],-25%[172 µM],?,3%[88.5 µM]
CS(=O)(=O)N1CCC(Cc2ccc(C(=O)O)cc2)CC1,3%,6%,-14,-4%,-6%,i,-3%
Cc1ccc(Cl)cc1Nc1nn2c(=O)c3ccc(C(=O)N4CCCC(C)C4)cc3nc2s1 (configuration not stated),nt,10%,16,-5%,nt,nt,nt
CCOC(=O)C1CCC(CN(Cc2ccccc2)S(=O)(=O)c2ccc(Br)cc2)CC1 (configuration not stated),nt,-2%,-4,9%,nt,nt,nt
CN1CCC2(CCC1=O)CN(Cc1cccc(Cl)c1Cl)CCN2C (configuration not stated),0%,?,24,-4%,-6%,0%,5%
Cc1ncc(CO)c(CO)c1O,nt,-7%[25.6 µM],-6,6%[23.9 µM],nt,nt,0%
CCC(C)/C=C(C)/C=C/C1=CC2=CC(=O)C(C)(O)C(OC(C)=O)C2CO1 (configuration not stated),nt,nt,-4,14%,nt,nt,i
Cc1oc(-c2cccc(Cl)c2)nc1CS(=O)(=O)CC(=O)NCc1ccccc1Cl,nt,-12%,-10,19%,nt,nt,nt
Cc1ccccc1-c1ccnc(-c2nnc(C)n2Cc2ccccc2)c1,-4%[172 µM],12%[87.6 µM],-8,-11%[87.6 µM],79µM*,?,-3%[88.5 µM]
COc1ccc2c(c1)CN(CC1CCCCC1)CC[C@H]1COC(=O)N21,13%[172 µM],27%[87.6 µM],-22,-2%[87.6 µM],?,-12%[174 µM],3%[88.5 µM]

Molecules from the list above with fluorine, in the order listed:
Molecule,FLuc inh,SNCA expr inh,IP6K1 inhibitor,HEK293 viab,HEK cytotox,NIH3T3 tox,GPT2 inh
CC(C)c1ccc(Nc2ncnc3onc(-c4ccc(F)cc4)c23)cc1,nt,-24%,-7,-1%,nt,nt,nt
Cc1noc(-c2cccc(F)c2)c1C(=O)NCCCCc1ccccc1,-2%,15%,19,1%,?,?,-8%
CN(Cc1ccc(OC(F)(F)F)cc1)C1CCc2ccccc21 (configuration not stated),-5%[172 µM],7%[87.6 µM],5,17%[87.6 µM],-27%[172 µM],-8%[138 µM],2%[88.5 µM]
O=C(CCCCn1c(=O)c2ccccc2n(CC(=O)Nc2cccc(F)c2)c1=O)NCc1ccccc1Cl,nt,25%,-13,6%,nt,nt,nt
Cc1noc2c(NC3CCN(C)CC3)cc(-c3ccc(F)cc3)nc12,11%[172 µM],-21%[87.6 µM],19,0%[87.6 µM],63µM*,10µM*,5%[88.5 µM]

Single values from the list:
CCC(C)/C=C(C)/C=C/C1=CC2=CC(=O)C(C)(O)C(OC(C)=O)C2CO1 (configuration not stated) in HEK293 viab is entered as 14%
CS(=O)(=O)N1CCC(Cc2ccc(C(=O)O)cc2)CC1 in HEK cytotox is entered as -6%

More records
Molecule,FLuc inh,SNCA expr inh,IP6K1 inhibitor,HEK293 viab,HEK cytotox,NIH3T3 tox,GPT2 inh
O=C(Cn1nc2c(cc1=O)CCCC2)NC1CCN(Cc2ccc(F)cc2)CC1,-3%,10%,22,2%,-4%,?,1%
Fc1ccc(-c2noc([C@@H]3CCCN3Cc3ccccc3)n2)nc1,2%[172 µM],6%[87.6 µM],10,-6%[87.6 µM],?,-17%[174 µM],-15%[88.5 µM]
O=C(c1cnccn1)N1CCC2(CC1)CCC(O)(CN1CCc3ccccc31)CC2,nt,-25%,-7,-8%,?,?,?
CN1CCC(Oc2ccc(C(=O)NCCc3ccncc3)cn2)CC1,-17%,66%[activator],17,5%,-21%,5%,i
COc1ccc(CNC(=O)CCCn2ccc3cc(S(=O)(=O)N4CCCC4)ccc32)cc1,nt,-10%,31,-20%,nt,nt,nt
COC1CN(c2cccc(F)c2)C12CCN(C(=O)CC1CCN(C(C)=O)CC1)CC2 (configuration not stated),-13%,1%,1,0%,-17%,-17%,i
COc1cc(C(=O)Nc2sc3c(c2C(N)=O)CCC(C)C3)cc(OC)c1OC (configuration not stated),nt,-4%,-6,-10%,nt,nt,nt
CCOC(=O)[C@@H]1[C@@H](OC)C(=O)N(C)C12CCN(C(=O)C1CCC1)CC2,nt,nt,4,nt,-8%,?,nt
CCc1nnc(SCc2nc(-c3ccccc3)oc2C)c2cc3sccc3n12,nt,11%,16,3%,nt,nt,nt
CC1=C(C(=O)Nc2cccnc2)C(c2ccccc2)n2nc(SCc3ccccc3F)nc2N1 (configuration not stated),nt,-5%,5,-5%,nt,nt,nt
O=C1CCC2(CCN(C(=O)c3ccco3)CC2)CN1CC1CCCO1 (configuration not stated),0%,-11%,6,0%,i,1%,?
O=C(Cc1ccc(F)cc1)N1CCC2(CC1)N=C(c1ccc(Cl)cc1)NO2,16%,-8%,3,4%,?,?,i
O=S(=O)(NCCSc1nnnn1-c1ccccc1)c1ccc(F)cc1,nt,-14%,-3,1%,nt,nt,nt
O=C(c1cccc(-c2ncc[nH]2)c1)N1CCCC(O)(CN2CCCC2)C1 (configuration not stated),-10%,26%,0,-1%,4%,1%,i
CCCCCn1c(=O)[nH]c2cc(C(=O)NCc3ccc(OC)cc3)ccc2c1=O,nt,-24%,-11,-1%,nt,nt,nt
CN(C)c1cccc(-c2cnc3[nH]cc(CC(=O)N4CCOCC4)c3c2)c1,-32%[172 µM],8%[87.6 µM],-14,?,79µM*,?,i
COc1ccc(-n2c(=O)c3c4c(sc3n(Cc3ccccc3)c2=O)CN(C(C)=O)CC4)cc1OC,nt,?,26,-17%,nt,nt,nt
O=S(=O)(NCCc1ccc(Cl)cc1)c1ccc(N2CCCCS2(=O)=O)cc1,nt,-7%,-1,-11%,nt,nt,nt
O=C(Nc1ccc([C@H]2OCC(=O)N(Cc3ccccc3)[C@@H]2CO)cc1)c1ccc2c(c1)OCO2,?,7%,17,1%,?,?,-15%
CCN1C(=O)C2CC3(CCN(C(=O)c4nccn4C)CC3)CN2C1=O (configuration not stated),1%,0%,-13,-1%,-9%,i,-9%
CCOC(=O)C1CCCN(C(=O)Cc2ccc(N(Cc3cccc(F)c3)C(=O)c3ccco3)cc2)C1 (configuration not stated),-6%,-24%,3,7%,?,?,1%
O=C1CCN(C(=O)c2ccc3ccccc3n2)CCCCCCN1,-1%,-14%,-9,-19%,i,-19%,-7%
O=C(NCc1ccccc1)N1CC(n2cc(C(=O)N3CCOCC3)nn2)C1,-14%,-8%,5,?,1%,-14%,i
O=C(Cc1ccc(NC(=O)N2CCCCc3ccccc32)cc1)NCc1cccc(Br)c1,nt,0%,-1,-12%,nt,nt,nt
CNC(=O)Nc1ccc(C)n(CC(=O)N2CCN(c3cccc(Cl)c3)CC2)c1=O,?,-3%,2,3%,-2%,-4%,-2%
C=CCC1=C[C@]2(OC)[C@H](C)[C@@H](c3ccc(OC)c(OC)c3)O[C@]2(OC)CC1=O,nt,nt,10,-9%,nt,nt,1%[27.3 µM]
FC(F)(F)c1ccc(N2C3CCC2CN(Cc2ccc(-c4ccccc4)cc2)C3)cc1,7%,-1%,-10,1%,i,-4%,i
CCCCSCCCNC(=O)c1cc(-c2cccnc2)nc2ccc(S(=O)(=O)N3CCC(C)CC3)cc12,nt,17%,17,15%,nt,nt,nt
